Xi reactivation: activators of inactive X chromosome reactivation, primary screen, imaging, XiGFP fibroblasts, GFP high-content imaging, set 2; 0.055% of 360,000 active; activation, % at 7.58 µM; XiGFP mouse fibroblasts, % GFP-positive cells imaging, 3 d; cells co-treated with 5-aza-dC sensitizer; scaled so ellipticine positive control = 100%;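 active = mean normalized replicate activation at least 10% and every replicate at or above 10%; inconclusive = only one of the two criteria met; inactive = mean below 10% and not all replicates reach 10%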;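 also: 0% = median of on-plate neutral control wells and 100% = ellipticine 6 µM median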
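Schedule: 3 d treatment, 15 min room-temperature fixation; system: 68-5-11 XiGFP fibroblast line; buffer or medium: DMEM plus 5-aza-dC sensitizer; control set: ellipticine 6 µM positive control; compound: one concentration, pinned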
esBAF inh: Bmi1 luciferase reporter increase in mESCs, primary screen, esBAF inhibitor project, mouse ES cells, Bmi1 luciferase knock-in, single point | reporter increase, % at 12.5 µM | AID 602393, 2012 | 24 h; 100% = twice the neutral-well signal | 2% of 350,000 active; in the data active = activation above about 40%; inconclusive = no clear call, values can overlap the other calls;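 also: 0% = median of the plate's neutral control wells and 100% = double that signal; a rise in the Bmi1 reporter signal indicates esBAF inhibition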
S100A4 MyoIIA: inhibitors of S100A4-myosin IIA peptide binding, primary screen, biochemical, fluorescence polarization, TAMRA-MyoIIA peptide. inhibition, % at 10.7 µM. 0.14% of 360,000 active. AID 652163, 2013;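 active = mean inhibition of at least 70% across replicates, with every replicate also reaching that level; inconclusive = mean inhibition reaches 70% but some replicates fall short; inactive = mean inhibition below 70%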
Target sequence (P26447 whole entry, looked up): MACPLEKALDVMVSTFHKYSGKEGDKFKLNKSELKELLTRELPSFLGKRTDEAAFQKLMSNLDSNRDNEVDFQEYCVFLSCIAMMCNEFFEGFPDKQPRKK
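System – human S100A4 monomer protein, biochemical binding assay · Buffer or medium – Calcium-containing HEPES buffer, pH 7.2 · Timing – 5 min between mix addition and reading · Also added – TAMRA-labelled myosin IIA heavy-chain peptide probe, 5 nM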
E-sel inducer: E-selectin induction in HUVECs, primary screen, imaging, HUVEC, immunofluorescence imaging, single point; P16581; 0.37% of 260,000 active; normalized: neutral wells 0, TNF-alpha wells 100; activation, % at 7.58 µM;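 active = mean E-selectin-positive cell signal at least 10% of the positive control, reached in at least 60% of replicates, without over 20% cell loss; inconclusive = no rule given, readout overlaps actives, possibly toxicity-flagged; inactive = the rest, including those meeting only one limit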;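 also: in these data hits start at about 27%; measured in HUVEC primary endothelial cells; signal is the percent of cells scored E-selectin positive by PE staining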
Target sequence (P16581 whole entry, looked up): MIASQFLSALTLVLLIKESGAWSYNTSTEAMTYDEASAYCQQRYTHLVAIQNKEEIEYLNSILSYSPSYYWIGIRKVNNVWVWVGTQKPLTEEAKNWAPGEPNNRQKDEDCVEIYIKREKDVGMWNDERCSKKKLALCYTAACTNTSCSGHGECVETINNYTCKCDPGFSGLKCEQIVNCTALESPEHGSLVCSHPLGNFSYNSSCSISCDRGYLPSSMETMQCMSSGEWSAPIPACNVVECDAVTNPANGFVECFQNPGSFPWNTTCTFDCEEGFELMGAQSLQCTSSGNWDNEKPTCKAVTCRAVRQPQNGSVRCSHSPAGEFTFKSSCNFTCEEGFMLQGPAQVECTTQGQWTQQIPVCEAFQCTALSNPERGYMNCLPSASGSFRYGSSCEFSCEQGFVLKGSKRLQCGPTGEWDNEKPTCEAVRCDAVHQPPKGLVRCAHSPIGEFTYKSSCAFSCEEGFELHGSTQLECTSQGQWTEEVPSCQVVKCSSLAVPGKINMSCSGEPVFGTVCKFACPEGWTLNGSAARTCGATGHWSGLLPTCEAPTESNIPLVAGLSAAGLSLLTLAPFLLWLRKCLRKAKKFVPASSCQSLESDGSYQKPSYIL
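Read-out basis: % PE-positive cells; Test system: HUVEC primary endothelial cells; Technique: immunofluorescence imaging; Dosing: single-point compound dose.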
RAD54 branch: inhibitors of human RAD54 branch migration, primary screen, biochemical, fluorescence, single point | DNA repair and recombination protein RAD54-like (Homo sapiens), Q92698 | RAD54 Holliday junction branch migration, FAM/BHQ fluorescence | inhibition, % at 10.4 µM | 0.14% of 360,000 active | AID 602329, 2012;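 active = mean normalized replicate activity at least 40 and at least half of replicates scoring 40 or more; inconclusive = only one of the two criteria met; inactive = mean below 40 and under half of replicates reaching 40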;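 also: 0% = median of neutral control wells and 100% = median of positive control wells; inhibitors cause a drop in the FAM fluorescence signal; in these data hits start at about 50%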
ERAP1 inh: human ERAP1 aminopeptidase inhibitors, primary screen, biochemical, single point, plate reader | inhibition, % at 10.7 µM | 0.15% of 340,000 active | recombinant ERAP1, Leu-AMC fluorescence, 60 min | AID 652197, 2013 | Endoplasmic reticulum aminopeptidase 1 (Homo sapiens), Q9NZ08;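 active = mean replicate inhibition of at least 30%, or all replicates individually reaching that 30% level; inactive = mean below 30% and not every replicate reaching it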;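 also: 0% = neutral control wells and 100% = L-leucinethiol positive control wells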
ERp5 block: inhibitors of ERp5-driven insulin aggregation, primary screen, biochemical, turbidity, absorbance 650 nm, single point; inhibition, % at 9.99 µM; 90 min; AID 651711, 2012; 0.05% of 350,000 active;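 active = mean replicate inhibition above about 25%, with every replicate also reaching it, limit read from the data, passing the limit was not always enough; inconclusive = only one of those two criteria met; inactive = neither criterion met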
RAD52 anneal inh: RAD52 DNA annealing inhibitors, primary screen, biochemical, FRET, single point, set 2; DNA repair protein RAD52 homolog (Homo sapiens), P43351; recombinant RAD52 DNA annealing, FRET fluorescence; inhibition, % at 18.7 µM; 0.46% of 360,000 active; AID 651710, 2012;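 active = every replicate showing at least 50% inhibition; inconclusive = mean inhibition at least 50% but not in every replicate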
* marks the source's active call; other numbers are inactive results; ? = inconclusive; nt = not tested or not shown; & = joins results of further samples.

SMILES	Xi reactivation	esBAF inh	S100A4 MyoIIA	E-sel inducer	RAD54 branch	ERAP1 inh	ERp5 block	RAD52 anneal inh
COc1ccccc1CCC(=O)Nc1ccc(C)cc1Cl	0.1	nt	-1	nt	nt	4	0	-3
S=C(NCCc1ccccc1)NCc1ccccc1Cl	-0.1	nt	1	0.2	nt	0	-5	-4
Cc1noc(C)c1NC(=O)Nc1ccc2c(c1)CC(=O)N([C@H](C)CO)C[C@@H](C)[C@H](CN(C)S(=O)(=O)c1ccc(F)cc1)O2	0.0	4	-12	-0.3	-10	-1	2	-2
CCC(=O)NC(=S)Nc1ccc(NC(=O)COc2ccc([N+](=O)[O-])cc2)cc1	-0.1	nt	-2	nt	nt	-2	1	-7
O=C(Nc1ccc2c(c1)OCO2)N[C@H]1CC[C@@H](CCNC(=O)C2CC2)O[C@H]1CO	0.0	-4	3	-0.5	9	3	7	-6
C[C@H](NS(=O)(=O)c1ccc(Cl)cc1)C(=O)OCC(=O)Nc1cc(S(=O)(=O)N2CCOCC2)ccc1Cl	0.1	-5	5	0.1	1	4	1	-3
CC(=O)N1c2ccc(S(=O)(=O)N3CCCCC3)cc2CC1C(=O)Nc1ccccc1C(F)(F)F (configuration not stated)	0.2	0	-4	nt	nt	3	5	-22
COc1cccc(C(=O)N(C)CC2CCN(CCc3cccc(C(F)(F)F)c3)CC2)c1	0.0	2	-107	nt	-10	0	2	-104
CCOC(=O)[C@H]1[C@H]2COc3ccc(Br)cc3[C@@H]2N2C(=O)CN(Cc3ccco3)C(=O)[C@@]12C	-0.1	3	-4	0.1	7	nt	0	-30
COc1cccc(NC(=O)N2C[C@H](O)COC[C@H]3O[C@@H](CC(=O)NC4CCC4)CC[C@@H]32)c1	0.0	5	0	0.3	3	-1	-2	5
O=C(OCc1c(-c2ccccc2)ncc2ccccc12)c1cccs1	-0.2	7	-7	-0.1	-7	-5	0	-1
Cc1cccc(NC(=O)C2CCC(CNC(=O)[C@@H]3Cc4ccccc4CN3)CC2)c1 (some centres not stated)	0.0	nt	-10	0.7	nt	-6	3	-18
Cc1c(N(C)C)c(=O)n(-c2ccccc2)n1C	nt	1	-1	nt	0	5	-2	1
CC1CCN(S(=O)(=O)c2c[nH]c(=O)[nH]c2=O)CC1	0.1	-4	3	0.0	0	1	-2	-2
C[C@@H]1CN([C@@H](C)CO)C(=O)c2cc(NC(=O)CCC(F)(F)F)ccc2O[C@@H](C)CCCCO[C@H]1CN(C)C(=O)NC1CCCCC1	-0.4	-3	-11	-0.1	4	1	8	-25
O=c1c(Cl)c(Cl)cnn1Cc1ccc(F)cc1	-0.1	nt	2	1.0	-3	-1	-3	-9
CO[C@H]1CN(C)C(=O)c2ccc(NS(=O)(=O)c3cccc(Cl)c3)cc2OC[C@@H](C)NC[C@H]1C	0.4	1	4	-0.1	-17	12	-3	23
O=C(O)CC12CC3CC(C1)CC(n1ncc(N4CCC5(CC4)OCCO5)c(Cl)c1=O)(C3)C2	-0.1	nt	3	nt	nt	-8	7	-5
CCCNC(=O)N1C[C@H]2[C@@H](c3ccccc31)[C@@H](CO)N2Cc1ccc(OC)cc1	-0.1	8	4	-0.2	5	-2	8	-16
N#C[C@H]1[C@@H](c2ccccc2)[C@H](CO)N1C(=O)c1ccccc1F	-0.1	-1	-1	0.1	2	-2	2	10
COc1ccc([N+](=O)[O-])cc1N(CC(=O)NCCCOC(C)C)S(C)(=O)=O	0.0	2	-2	2.5	4	-2	6	-12
Cc1ccccc1CS(=O)(=O)CCC(=O)O	0.5	nt	0	nt	nt	-4	6	-20
COc1ccc(S(=O)(=O)N(C)C[C@H]2Oc3ccc(NC(=O)Nc4cccc5ccccc45)cc3CC(=O)N([C@@H](C)CO)C[C@H]2C)cc1	0.1	1	-9	31	nt	4	-2	-9
COCC#Cc1ccc2c(c1)O[C@H](CN(C)CC1CCCC1)[C@@H](C)CN([C@H](C)CO)S2(=O)=O	1.4	1	0	-0.1	-4	0	-6	-27
Cc1ccc(C2(C)NC(=O)N(CC(=O)Nc3ccc(S(=O)(=O)Nc4nccs4)cc3)C2=O)cc1 (configuration not stated)	0.0	nt	12	1.6	-1	0	-9	-69

Ordered by length of the SMILES (low to high): some entries from above.
SMILES	Xi reactivation	esBAF inh	S100A4 MyoIIA	E-sel inducer	RAD54 branch	ERAP1 inh	ERp5 block	RAD52 anneal inh
O=c1c(Cl)c(Cl)cnn1Cc1ccc(F)cc1	-0.1	nt	2	1.0	-3	-1	-3	-9
COc1ccccc1CCC(=O)Nc1ccc(C)cc1Cl	0.1	nt	-1	nt	nt	4	0	-3
CC1CCN(S(=O)(=O)c2c[nH]c(=O)[nH]c2=O)CC1	0.1	-4	3	0.0	0	1	-2	-2
N#C[C@H]1[C@@H](c2ccccc2)[C@H](CO)N1C(=O)c1ccccc1F	-0.1	-1	-1	0.1	2	-2	2	10
COc1ccc([N+](=O)[O-])cc1N(CC(=O)NCCCOC(C)C)S(C)(=O)=O	0.0	2	-2	2.5	4	-2	6	-12
CC(=O)N1c2ccc(S(=O)(=O)N3CCCCC3)cc2CC1C(=O)Nc1ccccc1C(F)(F)F (configuration not stated)	0.2	0	-4	nt	nt	3	5	-22
O=C(O)CC12CC3CC(C1)CC(n1ncc(N4CCC5(CC4)OCCO5)c(Cl)c1=O)(C3)C2	-0.1	nt	3	nt	nt	-8	7	-5
CO[C@H]1CN(C)C(=O)c2ccc(NS(=O)(=O)c3cccc(Cl)c3)cc2OC[C@@H](C)NC[C@H]1C	0.4	1	4	-0.1	-17	12	-3	23
C[C@H](NS(=O)(=O)c1ccc(Cl)cc1)C(=O)OCC(=O)Nc1cc(S(=O)(=O)N2CCOCC2)ccc1Cl	0.1	-5	5	0.1	1	4	1	-3
CCOC(=O)[C@H]1[C@H]2COc3ccc(Br)cc3[C@@H]2N2C(=O)CN(Cc3ccco3)C(=O)[C@@]12C	-0.1	3	-4	0.1	7	nt	0	-30

(cont.)
SMILES	Xi reactivation	esBAF inh	S100A4 MyoIIA	E-sel inducer	RAD54 branch	ERAP1 inh	ERp5 block	RAD52 anneal inh
Cc1cc2c(cc1S(=O)(=O)N1CCOCC1)NC(=O)CO2	0.0	-7	2	0.0	6	-2	8	1
O=C(COC(=O)c1ccc[nH]c1=O)NC1CC1	-0.1	-5	-3	4.2	-6	0	2	-16
O=C(N/N=C/c1ccccn1)c1ccc([N+](=O)[O-])cc1	0.0	nt	-3	2.2	nt	0	5	-25
O=C(CSC1=NS(=O)(=O)c2cc(Cl)ccc2N1)NCc1ccccc1	0.2	-2	3	nt	-12	-1	-2	-15
NC(=O)COc1ccc(Cc2ncc(C(F)(F)F)cc2Cl)cc1	-0.1	nt	14	0.0	nt	-4	-15	0
CC(=O)Oc1c(C)cc(Cl)cc1C(=O)Nc1ccc([N+](=O)[O-])cc1Cl	0.2	nt	-2	nt	nt	5	0	-10
CN(C)/N=C/c1ccc(Sc2ccccc2[N+](=O)[O-])o1	0.0	5	0	nt	nt	2	-9	-9
C[C@@H]1CN([C@@H](C)CO)C(=O)c2cccc(NS(C)(=O)=O)c2O[C@H]1CN(C)C(=O)Nc1ccccc1	0.0	-3	-7	-20	-7	0	-5	-3
CCCN1C[C@@H](C)[C@@H](OC)CN(C)C(=O)c2ccc(NC(=O)Nc3c(C)noc3C)cc2OC[C@H]1C	0.0	-5	-37	-0.2	6	2	-2	2
CN(C)C(=O)C[C@H]1CC[C@@H]2[C@H](COc3ccc(NS(=O)(=O)c4cccc(F)c4)cc3C(=O)N2C)O1	-0.1	-2	-2	-0.1	-13	-1	-2	-2
COc1cc(OC)cc(C(=O)NNC(=O)c2ccc3c(c2)OCCO3)c1	-0.1	23	5	0.9	4	0	0	-8
COCCCNC(=S)N/N=C/c1ccc(OC)cc1	0.2	2	1	-0.4	0	1	1	-7
COc1ccc2c3n(nc2c1)CCN=C3c1cc(Cl)c(N)c(Cl)c1	-0.4	3	-3	-0.2	1	nt	-2	-37
O=S(=O)(NCC(c1cccnc1)N1CCN(c2ccc(F)cc2)CC1)c1ccccc1 (configuration not stated)	nt	1	-2	nt	-1	-1	2	-31
COc1ccc(CCNS(=O)(=O)c2cc(C(=O)O)c(Cl)cc2Cl)cc1	-0.1	nt	6	1.9	nt	5	10	-14
COc1ccc(S(=O)(=O)N(C)C[C@@H]2OCCCC[C@H](C)Oc3ccc(NC(=O)Nc4ccc(F)cc4)cc3C(=O)N([C@H](C)CO)C[C@@H]2C)cc1	0.0	2	-16	0.2	3	0	0	-13
CCN(CC)C(=O)C[n+]1ccc(C(N)=O)cc1	0.2	nt	1	nt	8	1	-3	-8
Cc1cc([N+](=O)[O-])nn1CC(=O)Nc1sc2c(c1C(N)=O)CCCC2	0.0	-2	-6	2.0	5	-1	6	-13
S=C(Nc1ccc(Br)cc1Cl)NC1CCN(Cc2ccccc2)CC1	0.0	nt	3	nt	nt	3	2	-17
NNC(=O)c1ccc(CN2CCCCC2)o1	0.0	nt	4	-0.2	nt	-5	2	-8
CC1CCCC(NCC(=O)Nc2ccc(C(N)=O)cc2)C1C (configuration not stated)	0.2	nt	0	-0.5	nt	1	0	-14
CC(=O)O[C@@H]1C[C@H]2C(C)(C)C(=O)C=C[C@]2(C)[C@H]2CC[C@@]3(C)[C@H](c4ccoc4)OC(=O)[C@H]4O[C@]43[C@@]21C	0.2	16	12	0.1	-5	0	-2	-3
O=C(c1ccc(N2CCCCS2(=O)=O)cc1)N1CCN(c2ccc(N3CCOCC3)nn2)CC1	0.0	8	-7	0.3	8	5	1	3
CC(=O)Nc1ccc(NC(=O)c2cc(-c3ccccc3)nc3ccccc23)cc1	0.1	11	-4	0.6	3	-4	-1	-22
CCOC(=O)N1CCN(C(=O)C2CCCN(S(=O)(=O)c3cccnc3)C2)CC1 (configuration not stated)	0.2	1	6	0.3	-1	-3	-3	-24
Cc1ccc(N(C(=O)CNC(=O)c2ccco2)C(C(=O)NC2CCCCC2)c2cccnc2)cc1F (configuration not stated)	0.1	-2	-9	nt	3	-2	-3	-5
COc1ccc(-c2ccc(C3[C@H]4CNC[C@@H]3N4S(=O)(=O)c3ccc(OC)cc3)cc2)cc1 (some centres not stated)	0.4&0.1	nt	?	-0.6&0.1	nt	-2&-3	0&2	-100&-3
Nc1ccc2oc(=O)c(-c3ccccc3)cc2c1	0.1	37	4	nt	-8	2	6	-58
C[C@@H]1CN([C@@H](C)CO)C(=O)CCCn2cc(nn2)CO[C@@H]1CN(C)Cc1ccc(C(=O)Nc2ccccc2N)cc1	-0.3	-4	-2	0.4	-7	0	3	-1
Cc1ccccc1NC(=O)COC(=O)CC1CCCC1	0.0	nt	-1	0.0	1	-2	2	-11

Bioassay records deposited in PubChem by Broad Institute.
